TRHR ag: agonists of human TRH receptor; activation, % at 2 µM; TRHR cells, calcium flux fluo-8, FDSS agonist mode; AID 493084; 360,000 tested, 0.18% active; P34981; in the data active means activation above about 30%; further: 0% is about no effect
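TRHR-expressing cells loaded with fluo-8 calcium dye; 23 nL library compound pin-transferred, kinetic FDSS fluorescence (Ex 480/Em 530) recorded about 180 s for agonist-induced calcium release, before a 10 nM TRH EC20 addition for potentiator mode.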
Pol iota inh: blocks human DNA polymerase iota activity; 390,000 tested, 1% active; Potency, µM (top dose mostly 115 µM), for the others: top-dose activity, negative = inhibition, hits mostly inhibitors; Q9UNA4; Pol iota fluorescent replication assay, 10 min; further: potency means the concentration at half of the fitted maximal effect
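Pol iota at 10 nM preincubated 15 min with compounds at room temperature; reaction started with fluorescent substrate, 50 nM final. Fluorescence read kinetically at 0 and 10 min; buffer-only wells as negative control.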
BLM inh: Bloom syndrome helicase (human) inhibition | P54132 | recombinant BLM DNA unwinding, fluorescence dequenching | Potency, µM (series often up to 56.1 µM), for the others: top-dose activity change, negative = inhibition, most hits filed as inhibitors | 350,000 tested, 0.2% active | AID 2528;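 further: potency means the concentration at half of the fitted maximal effect; plate controls were vehicle for no effect and no enzyme for full effect; nearly all actives have a fitted effect of over 35% in size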
APE1 inh: APE1 (human) endonuclease inhibition; P27695; recombinant APE1, TAMRA/BHQ-2 abasic DNA cleavage fluorescence; Potency, µM (top dose mostly 65.8 µM), for the others: at the highest dose activity change, negative = inhibition, hits mostly inhibitors; 350,000 tested, 0.35% active; AID 2517;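 further: potency means the concentration at half of the fitted maximal effect; plate controls were vehicle for no effect and reference inhibitor for full effect; nearly all actives have a fitted effect of over 55% in size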
Target sequence (P27695 whole entry, looked up): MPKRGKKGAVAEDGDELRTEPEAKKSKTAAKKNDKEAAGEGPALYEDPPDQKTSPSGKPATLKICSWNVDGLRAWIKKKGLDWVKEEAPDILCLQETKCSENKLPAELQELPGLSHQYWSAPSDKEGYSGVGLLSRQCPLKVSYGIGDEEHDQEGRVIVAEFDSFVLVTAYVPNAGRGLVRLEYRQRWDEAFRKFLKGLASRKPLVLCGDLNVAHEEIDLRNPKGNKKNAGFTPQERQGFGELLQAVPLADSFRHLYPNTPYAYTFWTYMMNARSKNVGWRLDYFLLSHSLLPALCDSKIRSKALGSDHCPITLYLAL
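Substrate: short duplex with […] THF abasic site, 5'-TAMRA and 3'-BHQ-2, 50 nM final. APE1 at 0.75 nM, preincubated 15 min RT with compound. Fluorescence increase from first to third read measured activity.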
ERG Ets-DNA blk: ERG Ets/DNA interaction inhibition | fluorescence polarization, His-ERG Ets domain / labelled DNA | AID 624246 | 370,000 tested, 0.028% active | Potency, µM (series often up to 76.9 µM), inactives show at the highest dose FP activity, negative = inhibition, hits mostly inhibitors; active means well fitted inhibition curve with a large enough effect in the polarisation, with a control signal flat; inconclusive means small, poorly fitted or top-dose-only effect, or effect the other way, or a change in a side signal; inactive means no such curve, though single readings can be large or run the other way; the % refers to the polarisation;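 further: polarization taken with two DNA probes labelled with fluorescein and Texas red; potency means the concentration at half of the fitted maximal effect; % of control where 0% means no effect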
Target sequence (P11308 whole entry, looked up, the tested form may be a part): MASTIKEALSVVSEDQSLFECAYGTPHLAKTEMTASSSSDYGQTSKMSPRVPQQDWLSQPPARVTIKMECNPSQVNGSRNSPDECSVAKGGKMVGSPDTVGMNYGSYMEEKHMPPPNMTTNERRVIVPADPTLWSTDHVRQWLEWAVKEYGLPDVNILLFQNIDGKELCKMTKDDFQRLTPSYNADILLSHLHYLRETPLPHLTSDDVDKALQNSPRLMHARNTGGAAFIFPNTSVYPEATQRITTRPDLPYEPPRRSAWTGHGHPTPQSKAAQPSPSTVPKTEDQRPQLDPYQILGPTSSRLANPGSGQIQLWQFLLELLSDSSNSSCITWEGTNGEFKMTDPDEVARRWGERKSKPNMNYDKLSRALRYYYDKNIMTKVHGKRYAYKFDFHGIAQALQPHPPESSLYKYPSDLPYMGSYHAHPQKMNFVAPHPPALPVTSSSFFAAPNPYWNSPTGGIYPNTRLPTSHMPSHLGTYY
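His-tagged ERG Ets domain (1 uM in the protein solution; 300mM KCl, 50mM Tris-HCl, 1mM EDTA, 1mM DTT, pH 7.5) received compound, then a probe mix of 5 nM fluorescein-DNA and 100nM Texas-615-DNA. Fluorescence polarization was read for both dyes.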
POLB inh: inhibitors of human DNA polymerase beta; 340,000 tested, 1.3% active; Pol beta primer extension/strand displacement, fluorescence kinetic; Potency, µM (highest dose often 114 µM), inactives show at the top dose activity change, negative = inhibition, usual class: inhibitors; P06746; further: potency means the concentration at half of the fitted maximal effect; on the % scale 0 is the no-effect control and ±100 the full control effect
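Kinetic readout of DNA synthesis with strand displacement by Pol beta. Compound and 10 nM enzyme sit 15 min at room temperature; 50 nM substrate starts the reaction, read immediately and at 10 min.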
Pol kappa inh: DNA polymerase kappa (human) inhibition; Q9UBT6; purified Pol kappa, fluorescent DNA synthesis assay, 10 min; Potency, µM (series often up to 107 µM), inactives show top-dose activity, negative = inhibition, usual class: inhibitors; 400,000 tested, 0.53% active; AID 588579; further: potency means the concentration at half of the fitted maximal effect; on the % scale 0 is the no-effect control and ±100 the full control effect
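First, compounds were pin-transferred onto 10 nM Pol kappa. After 15 min at room temperature, substrate was added to 50 nM final. Fluorescence was then measured kinetically at 0 and 10 min.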
ALOX12 inh: inhibitors of human 12S-lipoxygenase ALOX12; P18054; purified 12hLO, xylenol orange hydroperoxide absorbance; Potency, µM (series often up to 108 µM), for the others: at the highest dose activity change, negative = inhibition, hits mostly inhibitors; 580,000 tested, 1.1% active; further: potency means the concentration at half of the fitted maximal effect; on the % scale 0 is the no-effect control and ±100 the full control effect
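Hydroperoxide product was detected by ferrous iron/xylenol orange as the 573 to 405 nm absorbance ratio. Arachidonic acid at 40 uM (final) was turned over for 30 min at room temperature by 150 nM human 12hLO, pH 7.0 Hepes buffer, after 15 min compound preincubation.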
Anesthetic bind: binds horse apoferritin like a general anesthetic; 350,000 tested, 0.074% active; apoferritin/1-aminoanthracene competitive binding, fluorescence; P02791; Potency, µM (titrated, usually from 77.5 µM), for inactives: top-dose activity change, negative = displacement, hits mostly inhibitors; further: potency means the concentration at half of the fitted maximal effect; on the % scale 0 is the no-effect control and ±100 the full control effect; nearly all actives have a fitted effect of over 20% in size
Target sequence (P02791 2-175 limits assumed): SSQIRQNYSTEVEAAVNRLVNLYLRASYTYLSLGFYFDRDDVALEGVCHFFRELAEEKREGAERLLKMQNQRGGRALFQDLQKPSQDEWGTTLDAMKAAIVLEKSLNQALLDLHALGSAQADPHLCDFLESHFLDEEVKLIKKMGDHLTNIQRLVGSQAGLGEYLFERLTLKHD
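Concentration-response curves derived by four-parameter Hill fitting of normalized fluorescence, where compounds displaced 1-AMA from 10 uM horse apoferritin following a brief 10 min room-temperature incubation; propofol titration acted as positive control.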
The depositor's hits bear a star; i = inactive; ? = inconclusive; nt = not tested or not shown; & = joins results of further samples; [ ] = dose if it differs, or a comment. Unless noted, the call rests on the fitted dose curve; in most records, active means well fitted curve in the direction sought with a large enough effect; inconclusive means small, poorly fitted or top-dose-only effect, or another doubt; inactive means no such curve, though single readings can be large; an effect the other way counts as inactive or inconclusive. Some of the compounds tested (hit frequency here may not be typical).

Second line of a record – TRHR ag, Pol iota inh, BLM inh, APE1 inh, ERG Ets-DNA blk, POLB inh, Pol kappa inh, ALOX12 inh, Anesthetic bind
- COc1cccc(CNCc2cccn2-c2nnc(N3CCN(c4ccccc4)CC3)s2)c1
  -0.3, 17%, -3%, nt, -5%, 18%, -5%, 1%, -9%
- CN1c2ccccc2-c2nc(SCC(=O)Nc3ccccc3)ncc2S1(=O)=O
  0.1, ?, 3%, nt, 5%, 22%, -10%[60.1 µM], -29%, -19%
- CCN(CC)S(=O)(=O)c1ccc(N2CCCC2)c(NC(=O)CN2C(=O)NC3(CCCC3)C2=O)c1
  -0.1, -4%, nt, 7%, -1%, nt, ?, -26%, nt
- O=C(Cc1cccs1)Nc1ccc(C(=O)O)cc1
  -2.5, 11%, 1%, 0%, 1%, 14%, -4%, ?, -4%
- O=C(NC1(C(F)(F)F)NC(=O)N(C2CCCCC2)C1=O)c1cccs1 (configuration not stated)
  -0.3, -4%, -2%, -8%, nt, 3%, -9%, -7%, -11%
- CCOc1ccc(NC(=O)CCS(=O)(=O)c2cccc3nsnc23)cc1
  -0.3, 20%, 1%, -2%, 4%, 26%, 0%, -9%, -8%
- CCc1ccc(C2C(C#N)=C(N)OC3=C2C(=O)CCC3)s1 (configuration not stated)
  -0.2, 12%, -4%, -5%, 2%, 9%, 0%, -9%, -11%
- O=C(Nc1ccc(O)cc1)c1ccc(NC(=O)c2cccs2)cc1
  -0.3, ?, -3%, -33%, 7%, -23%, -1%, -30%, 58%[activator]
- CCOc1ccc(-c2nnc3ccc(SCC(=O)Nc4nc5ccccc5s4)nn23)cc1
  0.4, -4%, -10%, 14%, 0%, 5%, 1%, -25%, 9%
- Cc1ccnc(NC(=O)Cc2ccc(F)cc2)n1
  0.6, 55%[activator], 2%, 1%, -5%, 0%, 1%, 5%, 8%
- COC(=O)COc1cccc2c(=O)n(CC(=O)Nc3ccc4c(c3)OCCO4)ccc12
  0.1, ?, -21%, -7%, 4%, ?, -10%, 12%, -2%
- FC(F)(F)c1cnc(COc2ccc(Cl)cc2Cl)c(Cl)c1
  0.4, -11%[58.9 µM], -8%, 8%, 0%, 9%, 2%, -7%, -6%
- O=C(c1ccc(Cl)c([N+](=O)[O-])c1)N1CCN(C(=O)c2ccco2)CC1
  0.3, -11%, 2%, 0%, 11%, 25%, -2%, -14%, -4%
- O=C(O)COc1ccc(Br)cc1/C=N/O
  -0.4, ?, 6%, ?, -5%, 25µM*, -27%, 0%, -3%
- O=C(OCc1nc2scc(-c3ccccc3)c2c(=O)[nH]1)c1cccc([N+](=O)[O-])c1
  0.1, 11%, 3%, -3%, -1%, 10%[57.1 µM], -6%, -4%, -5%
- O=C(CC(Cc1ccccc1)c1ccco1)NC1CCCCC1 (configuration not stated)
  1.0, -2%, 2%, 2%, 1%, -1%, 7%, -12%, -23%
- COc1cc(C2C(C(C)=O)=C(O)C(=O)N2CCc2ccc(OC)c(OC)c2)ccc1O (configuration not stated)
  -0.4, -2%, 2%, -2%, 0%, -5%, -14%, -20%, -5%
- CCN(CC)c1nn2c(=O)c(C(=O)NCCc3ccccc3)cnc2s1
  0.2, 22%, 1%, nt, 8%, -8%, -22%, -30%, 7%
- COc1ccc(/C=C(\C#N)C(=O)OCC(=O)NC(=O)NCCC(C)C)cc1
  0.1, 0%, 1%, 0%, 16%, 10%, 6%, -22%, ?
- COc1ccc(C2/C=C\CN(S(=O)(=O)c3cccc4cccnc34)CC(=O)N2Cc2ccc(F)cc2)cc1 (configuration not stated)
  0.5, ?, -6%&-2%, -6%&10%, 10%, 12%, 9%&2%, -27%, -21%&-2%

Going on with the list.
Second line of a record – TRHR ag, Pol iota inh, BLM inh, APE1 inh, ERG Ets-DNA blk, POLB inh, Pol kappa inh, ALOX12 inh, Anesthetic bind
- CC(C)C[C@@H](CNCC(=O)[C@H](C)NC(=O)c1[nH]cnc1C(=O)N[C@@H](C)CN)NC(=O)c1nc[nH]c1C(=O)N[C@@H](Cc1ccccc1)C(=O)O
  nt, ?, nt, nt, 2%, nt, -8%, 15%, nt
- CC(O)[C@H]1CNCCN1CCc1cccc2ccccc12 (some centres not stated)
  0.5, ?, nt, -4%, -5%, nt, -13%, ?, nt
- O=C(NCCN1CCN(c2cccc(Cl)c2)CC1)C1COc2ccccc2C1 (configuration not stated)
  0.1, 11%, 1%, nt, 2%, -1%, -7%[60.1 µM], -27%, -10%
- NC(Cc1ccc(O)cc1)c1cn([C@@H](CCC(=O)O)C(=O)N2CCNCC2)nn1 (some centres not stated)
  0.7, 11%, 4%, 10%, 0%, 53%, -9%, -15%, -2%
- CCOc1ccc(NS(=O)(=O)c2ccc(C)c(C(N)=O)c2)cc1
  -0.4, 3%, -7%, 5%, 3%, -1%, -5%, i, -7%
- c1ccc(-c2noc(CN3CCOCC3)n2)cc1
  0.0, 88%[activator], -2%, 4%, 9%, 2%, 4%, 3%, -7%
- Cc1ccc(OCc2n[nH]c(=S)n2C2CCCCC2)cc1
  0.9, 18%, -9%, 7%, nt, -24%, -12%, ?, ?
- CCOc1ccc(N(C)C(=O)CS(=O)(=O)c2cccc3nsnc23)cc1
  0.1, -7%, -3%, nt, -2%, 18%, 0%[60.1 µM], -3%, -11%
- CCOC(=O)C1CCCN(C(=O)CN2C(=O)/C(=C/c3ccc(OC)cc3)Oc3ccccc32)C1 (configuration not stated)
  -0.3, 127%[activator], 7%, 31%[activator], 5%, 1%, 3%, -17%, 10%
- Cc1nnc(NC(=O)CSC2=NN3CCCC(=O)N=C3S2)s1
  -0.1, ?, -11%, -21%, 2%, ?, -27%, 4%, -6%
- CCOC(=O)C1CCN(c2ncnc3nc[nH]c23)CC1
  0.5, 31%[activator], 2%, -3%, 7%, -1%, -13%, 11%, -2%
- [O-]/[N+](=C/c1ccc(F)cc1)c1ccccc1
  1.3, 7%, -1%, 3%, -8%, 16%, -9%, ?, -8%
- c1ccc(CNc2ncncc2-c2cccnc2)cc1
  nt, nt, -2%, -1%, nt, nt, 2%[60.1 µM], 40µM*, nt
- Brc1ccc2c(c1)[C@H]1OCC[C@H]1[C@@H](c1cccs1)N2
  -1.1, 3%, 2%, -10%, -3%, 0%, -1%, -7%, -5%
- O=S(=O)(c1ccc2c(c1)CCN2)N1CCCCCC1
  0.8, -32%, -1%, nt, 1%, -1%, -15%, -2%, 5%
- COc1ccc(C2=C(Nc3ccc(C)c(C)c3)c3ccccc3C2=O)cc1
  -0.5, 8%, 0%, nt, -1%, 3%, -8%, -25%, ?
- COCC(=O)N1CCC(Oc2ccc(C(=O)NC3Cc4ccccc4C3)cc2)CC1
  0.6, 16%, 2%, -9%, 2%, 45%, -11%, nt, -2%
- O=C(Nc1ccc2c(c1)OCO2)Nc1cnccn1
  0.5, -4%, -2%, -1%, -7%, 0%, -13%, -18%, -3%
- COc1ccccc1N1CCN(c2ccc([N+](=O)[O-])cc2Cl)CC1
  0.2, 15%, -14%, 9%, -9%, 2%, -11%, -3%, -6%
- Clc1ccc(N(CC2CO2)CC2CO2)cc1 (configuration not stated)
  nt, -14%, nt, nt, -17%, nt, -6%, ?, nt

Following part:
Second line of a record – TRHR ag, Pol iota inh, BLM inh, APE1 inh, ERG Ets-DNA blk, POLB inh, Pol kappa inh, ALOX12 inh, Anesthetic bind
- CCC(CC)C(=O)Nc1ccc(-c2cn3cccnc3n2)cc1
  0.6&-0.1, 32%[activator], -5%&-1%, 6%, 12%&4%, 13%&3%, -15%&2%, -17%&-23%, 174%[activator]
- CCOc1ccc(C(=O)CCC(=O)NC(CC(C)C)C(=O)OC)cc1 (configuration not stated)
  0.1, 111%[activator], -3%, 11%, 3%, 32%, 2%, -1%, -9%
- CCCCC(=O)Nc1ncc(Br)s1
  -0.3, -7%, 0%, -5%, -2%, 0%, -4%, 13%, -3%
- Cc1ccc(S(=O)(=O)Nc2ncnc3sccc23)cc1C
  -1.1, -9%, nt, -14%, 7%, nt, ?, ?, nt
- O=C(CCc1nc2ccccc2n1-c1ccccc1)NCCO
  -0.3, 221%[activator], -3%, 1%, 11%, 0%, 2%, -17%, -6%
- CCn1c(CN2CCCCC2)nc2cc(NC(=O)COc3ccc([N+](=O)[O-])cc3)ccc21
  0.7, 4%, -6%, nt, -2%, -25%, -1%, -11%, -14%
- Cc1ccccc1C(=O)NC1CCN(CC(=O)Nc2c(C)cccc2C)CC1
  0.4, -1%, 2%, 0%, -8%, -16%, -2%, 5%, 4%
- CC(C)CCNC(=O)NC(=O)CSc1ccc(S(=O)(=O)N2CCOCC2)cn1
  -1.1, -3%, nt, 8%, 2%, nt, -1%, ?, nt
- CCc1ccc(N2C(=O)CN(S(=O)(=O)CC)CC2(C)C(=O)NC2CCCCC2)cc1 (configuration not stated)
  0.3, 11%, -2%, nt, -3%, 11%, -9%, -12%, 2%
- CCN(C(=O)CSC1=Nc2ccccc2C2CC=NN12)C1CCS(=O)(=O)C1 (configuration not stated)
  -0.1, -7%, 2%, ?, 9%, ?, 0%, -5%, -5%
- CCn1c(=NC(=O)c2ccco2)sc2cccc(F)c21
  -0.2, 25%, 3%, -2%, 3%, 2%, -14%, 11%, -2%
- Cc1c(C(=O)OC2CCC(C)CC2)[nH]c2c1C(=O)CC(c1ccc(F)cc1)C2 (configuration not stated)
  0.9, 25%, -3%, nt, 4%, 18%, -17%, -12%, 2%
- COc1ccc(N2C(=NC(=O)C3CCCO3)SC3CS(=O)(=O)CC32)cc1 (configuration not stated)
  0.8, -11%, -1%, 47%, -2%, 20%, 5%, 4%, -2%
- CNC1(c2nnnn2-c2ccccc2C)CCOC(C)(C)C1 (configuration not stated)
  0.9, 33%[activator], 0%, 4%, 2%, 24%, -6%, 18%, 7%
